From PubChem
KCNH2 WT inh: inhibitors of human wildtype KCNH2 potassium channel | Q12809 | U2OS, BacMam KCNH2, thallium flux FluxOr; stronger effect = lower value | activity change, % at 1.84 µM | 340,000 compounds, 0.37% hits | AID 720551;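 active = maximum activity change below -70%; inconclusive = maximum activity change between -70% and -50%; inactive = maximum activity change above -50%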; also: % is scaled to controls: 0 for no effect and ±100 for the full control effect
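U2OS cells were transduced with wild-type KCNH2 virus (2.03 x 10^8 / mL) for 4 h at room temperature, then cultured overnight at 37 C. Thallium flux was read with FluxOr dye. Rate constants were normalized to DMSO controls.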
MLL CXXC-DNA inh: inhibitors of human MLL CXXC domain-DNA interaction. MLL-CXXC / FITC-HOXA9 DNA fluorescence polarization. Potency, µM (series often up to 115 µM), for the others: at the highest dose activity change, negative = inhibition, usual class: inhibitors. 290,000 compounds, 0.037% hits; active = well fitted inhibition curve with a large enough effect in the polarisation, with a control signal flat, not every such curve was filed as active; inconclusive = small, poorly fitted or top-dose-only effect, or effect the other way, or a change in a side signal; inactive = no such curve, though single readings can be large or run the other way; the % refers to the polarisation; also: potency is read from the fitted curve at half-maximal effect
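Steps: dispense CXXC domain solution (7 uM) → pin compounds or unlabeled HOX-A9 DNA control → 5 min ambient → add FLSN-HOX-A9 solution (50 nM) → spin → 30 min ambient → fluorescence polarization. Tris pH 7.5/NaCl/DTT/BSA buffer.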
S-ASM inh: blocks human secretory acid sphingomyelinase; P17405; placental ASM, HMU-PC fluorogenic substrate, 60 min; Potency, µM (top dose mostly 57.5 µM), for the others: at the top dose activity change, negative = inhibition, usual class: inhibitors; 340,000 compounds, 0.006% hits; AID 504937; also: potency is read from the fitted curve at half-maximal effect
Target sequence (P17405 47-631 limits assumed): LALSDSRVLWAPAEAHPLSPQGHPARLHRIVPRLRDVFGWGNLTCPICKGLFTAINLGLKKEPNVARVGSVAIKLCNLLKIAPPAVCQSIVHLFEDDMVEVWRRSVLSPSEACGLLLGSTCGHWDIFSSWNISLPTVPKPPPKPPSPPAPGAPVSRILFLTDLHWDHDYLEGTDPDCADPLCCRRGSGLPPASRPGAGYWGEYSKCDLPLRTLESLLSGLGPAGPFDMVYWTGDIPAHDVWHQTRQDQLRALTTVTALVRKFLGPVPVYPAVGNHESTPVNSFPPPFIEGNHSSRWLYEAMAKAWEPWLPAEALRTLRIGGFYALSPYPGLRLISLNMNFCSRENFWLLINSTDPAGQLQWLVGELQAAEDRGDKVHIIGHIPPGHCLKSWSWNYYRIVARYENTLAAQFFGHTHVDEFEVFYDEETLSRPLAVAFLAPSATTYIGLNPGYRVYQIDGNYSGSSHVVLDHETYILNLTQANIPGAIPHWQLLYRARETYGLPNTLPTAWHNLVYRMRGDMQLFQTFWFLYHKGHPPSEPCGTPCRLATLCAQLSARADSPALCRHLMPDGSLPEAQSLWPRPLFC
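qHTS format. ASM enzyme prepared from human placenta hydrolyses the fluorogenic substrate HMU-PC0 (9 uM final) over 60 min at 37 °C after a 10 min compound preincubation.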
FBPA coupling cs: inhibits coupling enzyme system, counter-screen for aldolase hits; 290,000 compounds, 0.67% hits; activity change, negative = inhibition, % at 58.2 µM, hits read low; AID 2472; coupling enzyme system counterscreen, AmpLite Red fluorescence; in the data active = activity change below about -30%; also: % is scaled to controls: 0 for no effect and ±100 for the full control effect
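Counterscreen of the coupled detection system alone, without aldolase: glyceraldehyde-3-phosphate coupling enzymes plus AmpLite Red readout. Compounds at 57.5 uM final, 10 min RT preincubation, 20 min RT reaction, fluorescence 525/598 nm.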
MBNL1-CUG inh: MBNL1-poly(CUG) RNA binding inhibition; Q9NR56; TR-FRET MBNL1-His/biotin-(CUG)12 binding, 665/545 ratio; Potency, µM (top dose mostly 57.5 µM), inactives show at the top dose activity change, negative = inhibition, usual class: inhibitors; 280,000 compounds, 0.036% hits; AID 2675; active = well fitted inhibition curve with a large enough effect in the signal ratio, with a control signal flat, not every such curve was filed as active; inconclusive = small, poorly fitted or top-dose-only effect, or effect the other way, or a change in a side signal; inactive = no such curve, though single readings can be large or run the other way; the % refers to the signal ratio; also: potency is read from the fitted curve at half-maximal effect; % is scaled to controls: 0 for no effect and ±100 for the full control effect
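TR-FRET between His-tagged MBNL1 and biotin-(CUG)12 RNA, detected with Tb anti-His antibody (0.055 ng/ul) and streptavidin-XL665 (5 nM), 60 min at room temperature. Compounds titrated 92 nM to 58 uM; 665/545 nm ratio normalized to buffer and complex controls.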
Integrin act MD: activates integrin-mediated alleviation for muscular dystrophy; alpha7betagal myoblasts, beta-gal FDG fluorescence, 48 h; Potency, µM (top dose mostly 38.3 µM), for inactives: top-dose activation, hits mostly activators; 350,000 compounds, 0.064% hits; AID 624291;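 also: potency is read from the fitted curve at half-maximal effect; 100% = response of the positive control SU9516; nearly all actives have a fitted effect of over 60% in size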
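Alpha7betagal+/- myoblasts (passage 13) were plated 16-24 hr, then exposed to compounds (1:260 dilution of DMSO stock) for 48 hours at 37C. After MPER lysis, β-galactosidase reporter activity was read as FDG fluorescence (ex 480/em 540) after 30 minutes.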
GALK inh: blocks human galactokinase activity; P51570; Purified GALK, Kinase-Glo residual ATP luminescence; Potency, µM (doses to about 57.5 µM), for the others: at the top dose activity change, negative = inhibition, actives largely listed as inhibitors; 270,000 compounds, 0.007% hits; AID 1868; also: potency is read from the fitted curve at half-maximal effect; % is scaled to controls: 0 for no effect and ±100 for the full control effect
Target sequence (P51570 whole entry, looked up): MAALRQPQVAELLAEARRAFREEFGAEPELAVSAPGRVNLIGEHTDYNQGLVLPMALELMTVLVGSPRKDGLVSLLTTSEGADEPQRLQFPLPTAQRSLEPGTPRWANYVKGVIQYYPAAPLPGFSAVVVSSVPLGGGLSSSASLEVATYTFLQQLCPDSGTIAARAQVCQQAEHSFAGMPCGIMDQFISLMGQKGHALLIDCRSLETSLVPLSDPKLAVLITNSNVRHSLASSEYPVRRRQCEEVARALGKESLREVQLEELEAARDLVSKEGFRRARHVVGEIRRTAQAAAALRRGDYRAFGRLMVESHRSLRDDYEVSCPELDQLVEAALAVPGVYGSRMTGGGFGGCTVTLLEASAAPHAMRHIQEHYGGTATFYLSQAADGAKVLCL
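ATP-depletion format; final 35 uM ATP, 100 uM D-galactose, 5 nM enzyme; pH 8.0 HEPES/Mg2+ buffer; 60 min RT; luminescence read 10 min after detection reagent.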
KCNH2 3.1 block: blocks the human KCNH2 3.1 channel isoform; 340,000 compounds, 0.95% hits; AID 720553; activity change, % (tested at about 1.8 µM); U2OS KCNH2 3.1, thallium flux FluxOr; stronger effect = lower value;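 active = maximum activity change below -70%; inconclusive = maximum activity change from -70% to -50%; inactive = maximum activity change above -50%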;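 also: thallium influx rate constant from kinetic fluorescence after stimulation buffer; % is scaled to controls: 0 for no effect and ±100 for the full control effect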
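Measured as rate of thallium-driven FluxOr signal in transduced U2OS cells carrying the 3.1 channel, read kinetically for 2 min upon stimulation; values are rate constants scaled to DMSO control wells.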
TRPV1 agonist: activates the human vanilloid receptor TRPV1; TRPV1-expressing cells, Fluo-8 calcium influx, agonist mode; Q8NER1; activation, % at 8.33 µM; 320,000 compounds, 0.19% hits; in the data active = activation above about 80%; inconclusive = between about 30% and that limit; also: 0% is about no effect
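TRPV1-expressing cells were cultured overnight at 35.5C and loaded with Fluo-8 calcium dye for 40 to 90 min at room temperature. After a 10 s baseline, compound was added and calcium influx was read kinetically for 3 min (ex 480/em 520 nm).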
AT treatment: potential ataxia-telangiectasia treatments restoring KAP-1 phosphorylation; Potency, µM (top dose mostly 57.5 µM), for the others: at the top dose activation, hits mostly activators; 320,000 compounds, 0.19% hits; AID 485349; […] A-T fibroblasts, KAP-1 phosphorylation AlphaLISA; neocarzinostatin DNA damage 30 min before lysis; also: potency is read from the fitted curve at half-maximal effect; % of control where 0% means no effect; nearly all actives have a fitted effect of over 45% in size
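hTERT-immortalized A-T patient fibroblasts ([…]), 500 cells/well in OPTI-MEM, 1% FBS, got compounds for 60 min, then NCS for 30 min at 37C. Lysates were then assayed for phospho-KAP-1 by AlphaLISA (anti-pKAP1 donor, anti-KAP1 acceptor beads), 6 hr at 25C.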
Starred values were filed as active, the others as inactive; i = inactive; ? = inconclusive; . = no result given; & = joins results of further samples; [ ] = another dose, or the depositor's remark. Unless noted, calls follow the shape of the dose curve; as a rule, active = well fitted curve in the direction sought with a large enough effect; inconclusive = small, poorly fitted or top-dose-only effect, or another doubt; inactive = no such curve, though single readings can be large; an effect the other way counts as inactive or inconclusive. This is a subset, so the mix of outcomes need not match the whole.

SMILES | KCNH2 WT inh | MLL CXXC-DNA inh | S-ASM inh | FBPA coupling cs | MBNL1-CUG inh | Integrin act MD | GALK inh | KCNH2 3.1 block | TRPV1 agonist | AT treatment
c1cc2c(cc1NC1=NCCO1)CCCC2 | -6.3 | . | 0.1% | . | . | -5.7% | . | -1.6 | . | .
Cc1cccc(C)c1NC1=NCCCS1 | 2.9 | -9.4%&13.2% | -0.9% | -0.8&0.6&0.9 | 2.4% | . | -0.6% | 9.9 | 1.1 | 10.0%
COC(=O)C1=C(c2ccc(F)cc2OCc2ccccc2)C[C@@H]2CC[C@H]1N2C(=O)NCc1ccccc1Br | 0.2 | . | 0.6% | . | . | 2.5% | . | 1.5 | 1.9 | 2.6%
Cc1nn(CCC#N)c2c1P(=S)(N1CCCC1)OC(c1ccc(F)cc1)=N2 (centres undefined) | 0.3 | 4.1% | -2.7% | 2.2 | -8.1% | -8.6% | 0.6% | 5.1 | 2.9 | -3.5%
O=C(Cc1ccccc1)Oc1ccccc1N1C(=O)CCC1=O | 5.1 | 15.1% | 0.3% | 1.9 | 6.2% | 16.1% | 0.3% | -11.7 | 3.1 | -8.4%
CN1CCN(/N=C/c2c(O)n(Cc3ccc(F)cc3)c(=O)[nH]c2=O)CC1 | 3.8 | -1.9% | 2.3% | -0.9 | -7.3% | -3.8% | -1.9% | 5.0 | 0.5 | 5.1%
CN1CCN(c2ccc(C(N)=O)cc2N)CC1 | 9.2 | 1.0% | 1.8% | -0.2 | -2.2% | 4.3% | 0.3% | 1.2 | 1.6 | -12.6%
C[C@H](N)CN1CCc2ccc(Br)cc21 | -4.5 | 2.1% | 9.1% | . | . | . | . | 4.0 | . | .
Brc1nc(-c2ccccc2)nc(-c2ccccc2)c1Br | -4.4 | . | -1.1% | . | . | ? | . | -3.4 | . | .
C[C@H]1CC2C3CC=C4C[C@@H](O)CC[C@]4(C)C3CC[C@]2(C)[C@H]1O (some centres undefined) | 0.0 | . | -1.2% | . | . | -6.7% | . | -15.3 | . | -1.2%
CSCCC(N=Cc1c(O)n(-c2ccc(Br)cc2)c(=O)[nH]c1=O)C(=O)OC(C)(C)C (centres undefined) | -7.7 | -12.9% | -3.4% | -3.8 | -2.2% | 12.3% | 3.2% | 4.3 | -4.4 | -11.7%
O=C1CN=C(c2ccc[nH]2)c2cc(Cl)ccc2N1 | 3.2 | 29.0% | -1.5% | 0.8 | 5.3% | -13.0% | 1.5% | 0.3 | ? | -2.3%
Cc1ccc(N2C(=O)NC(=O)/C(=C\c3cnc(-c4ccccc4)nc3)C2=O)cc1 | 21.8 | 11.0% | 2.2% | 2.2 | ? | ? | 3.5% | -8.4 | 1.7 | 7.2%
Cc1ccc(NC(=O)COC(=O)/C=C/c2ccco2)cc1S(=O)(=O)N(C)C | 4.2 | -6.5% | -13.1% | -2.2 | ? | -18.7% | -0.5% | 3.5 | -3.0 | -7.0%
COC(=O)C1C2c3ccccc3C(c3ccccc32)C1(C)C(=O)OC (centres undefined) | -4.3 | . | -0.3% | . | . | 26.3% | . | -18.7 | . | .
CN(C)C1(c2nnnn2CCOC(=O)Nc2ccc(Cl)cc2)CCCCC1 | 0.2 | 12.3% | -15.0% | -0.2 | -0.6% | -17.5% | -6.1% | -44.9 | 6.6 | -0.2%
CC1=Nc2ccccc2/C1=C/c1c(O)n(C)c(=O)[nH]c1=O | 5.2 | -17.5% | -1.5% | 0.4 | 1.7% | 0.0% | 1.7% | 5.4 | 4.0 | -3.2%
COc1ccc2c(c1)c(C(=O)O)c(C)n2CC(C)C | 0.1 | -2.1% | -3.0% | -4.0 | -2.3% | 7.4% | -3.6% | 8.5 | 0.6 | 3.0%
COc1ccc(OC)c([C@@H](O)[C@H](C)NC(C)(C)C)c1 | -8.0 | 1.3% | 1.1% | 4.8 | -18.1% | . | -2.5% | -7.5 | 2.0 | 2.3%
CCCCn1c(O)c(/C(C)=N/NC(=O)Nc2ccccc2)c(=O)[nH]c1=O | 0.9 | 1.7% | 3.8% | 0.2 | . | 2.8% | -4.0% | 17.3 | . | -0.1%
O=C(CCNS(=O)(=O)c1ccccc1)Nc1ccc(Cl)cc1C(=O)c1ccccc1 | 15.0 | -1.9% | -2.9% | 0.4 | -26.8% | -3.3% | 2.3% | 2.7 | -0.3 | -2.6%
O=c1cccc2n1CC1CC2CN(Cc2ccc3c(c2)OCO3)C1 (centres undefined) | -4.2 | -1.6% | 0.3% | 3.2 | -2.9% | ? | 1.4% | -9.9 | . | 12.8%
CC(=O)OC1N=C(c2ccccc2Cl)c2cc(Br)ccc2NC1=O (centres undefined) | -1.6 | -2.4% | -1.7% | -13.5 | -9.0% | -28.4% | . | 9.2 | -5.6 | 6.1%
CN(C)C(=O)Oc1noc2cc(Cl)ccc12 | 1.8 | 31.4%[activator] | -2.3% | -0.5 | -10.3% | ? | 2.1% | 30.8 | 8.3 | 7.9%
O=C1CC(N2CC=C(c3ccccc3)CC2)C(=O)N1c1ccc(F)cc1 (centres undefined) | 2.4 | 3.1% | -0.3% | -2.5 | 10.6% | 0.0% | -0.1% | -4.0 | 1.7 | 7.7%
COc1cc([C@H]2OC[C@H]3[C@@H]2CO[C@@H]3c2cc(OC)c(O[C@@H]3O[C@H](CO)[C@@H](O)[C@H](O)[C@H]3O)c(OC)c2)cc(OC)c1O[C@H]1O[C@@H](CO)[C@H](O)[C@@H](O)[C@@H]1O | 3.6 | . | 63.8%[activator] | . | . | 31.4% | . | 11.8 | . | 9.4%
COc1ccccc1-n1c(O)c(C=NCc2ccc3c(c2)OCO3)c(=O)[nH]c1=O | 5.2 | -4.3% | -5.4% | 0.4 | 7.4% | -5.9% | -2.4% | -20.8 | -4.6 | -2.7%
OC(C#CCN1CCOCC1)(c1ccccc1)C1CCCC1 (centres undefined) | -15.3 | 1.3% | 0.3% | -0.2 | -12.3% | 0.2% | -3.1% | -0.9 | -0.4 | .
O=C(N/N=C/c1c(O)n(Cc2ccc(F)cc2)c(=O)[nH]c1=O)c1ccccc1 | -1.3 | 28.7% | 15.8% | 4.4 | . | 2.4% | -3.3% | -0.1 | . | -0.3%
CCOc1ccc(C2CC(c3c(O)n(C)c(=O)n(C)c3=O)=NN2)cc1 (centres undefined) | 0.3 | -24.1% | 5.1% | 0.5 | . | -2.8% | 0.1% | -5.3 | -2.5 | -3.1%
CC12CN3CC(c4ccccc4)(CN(C1)C31CCCCC1)C2=O | -5.3 | 4.2% | 0.5% | 2.4 | 0.9% | 8.6% | -2.1% | 1.7 | -1.7 | 0.3%
CCOC(=O)c1c(N)n(Cc2ccco2)c2nc3ccccc3nc12 | 8.8 | -5.4% | i | -2.6 | ? | -6.5% | -0.7% | 1.4 | 0.7 | 34.5%
CCOC(=O)Cn1cc(C(=O)c2ccccc2)c2ccccc21 | 1.5 | 7.1% | 4.6% | 3.0 | 5.2% | 2.7% | 5.8% | -4.9 | 0.0 | 0.5%
COC(=O)C1=C(c2ccc(C(C)=O)cc2)C[C@@H]2CC[C@H]1N2C(=O)N1CCOCC1 | 11.9 | . | -1.6% | . | . | -13.0% | . | -0.3 | -4.6 | 9.5%
C=CCn1c(O)c(/C(CC)=N/NC(=S)Nc2ccccc2)c(=O)[nH]c1=O | -7.4 | -9.5% | -3.9% | -1.7 | . | 4.6% | 0.4% | 9.6 | . | -3.7%
CCOC(=O)c1c(N)n(CCCOC(=O)c2ccco2)c2nc3ccccc3nc12 | -2.3 | -3.4% | i | -1.1 | 23.4% | -47.2%[inhibitor] | -0.6% | 2.3 | -0.8 | 8.0%
O=c1c2ccccc2nc(CN2CCCCCC2)n1-c1ccc(F)cc1 | 4.4 | 9.7% | -2.1% | -1.4 | -3.0% | 0.0% | 1.4% | -20.9 | 2.6 | 0.3%
COC(=O)C1=C(c2ccc(-c3ccccc3)c(F)c2)C[C@@H]2CC[C@H]1N2C(=O)N1CCCC1 | . | . | -15.0% | . | . | -23.1% | . | . | 27.7 | 0.6%
CC1CN=C(NCCc2ccccc2)S1 (centres undefined) | -1.8 | 11.3% | -1.4% | -0.5 | -6.4% | 24.7% | 0.3% | -12.0 | 2.3 | 5.7%
